# S1P3 antagonist – blocks the human S1P3 receptor. AID 485. CHO S1P3 NFAT-BLA reporter, FRET fluorescence, antagonist mode. inhibition, % at 4.98 µM. actives 0.27% (n = 170,000);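 active means inhibition above the plate cutoff, the mean inhibition of test wells on that plate plus 3 SD, cut at about 28% in these data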;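 further: cells challenged with S1P at its EC80 of 0.8 µM; blue over green emission ratio from cleaved BLA substrate after 4 h stimulation; 0% = S1P-stimulated wells and 100% = unstimulated DMSO-only wells; some compounds past the cut are filed as inactive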
# Target sequence (Q99500 whole entry, looked up): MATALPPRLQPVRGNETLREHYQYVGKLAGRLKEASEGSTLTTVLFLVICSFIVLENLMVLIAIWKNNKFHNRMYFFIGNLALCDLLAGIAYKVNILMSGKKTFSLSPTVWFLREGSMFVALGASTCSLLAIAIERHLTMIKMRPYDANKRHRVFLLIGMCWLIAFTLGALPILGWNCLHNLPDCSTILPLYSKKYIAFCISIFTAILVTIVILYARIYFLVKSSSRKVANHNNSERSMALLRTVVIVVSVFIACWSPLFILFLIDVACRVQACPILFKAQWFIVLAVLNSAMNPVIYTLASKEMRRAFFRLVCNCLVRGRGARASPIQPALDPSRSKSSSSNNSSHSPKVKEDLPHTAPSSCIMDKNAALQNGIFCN
# Starred values were filed as active, the others as inactive. A portion of the library; the hit share may differ from the screen's.
S1P3 antagonist | molecule
-8.7 | C/C(N)=C(/C#N)C(=O)CSc1nc2ccccc2c(=O)n1Cc1ccc(F)cc1
-1.9 | CCN(CC(=O)NCCc1ccc(F)cc1)Cc1nc2ccccc2c(=O)[nH]1
-18.1 | O=C(O)/C=C/C(=O)NCc1csc2ccccc12
-0.3 | CN1CCN(C2=C(NS(=O)(=O)c3cccs3)C(=O)c3ccccc3C2=O)CC1
-14.8 | O=C1COc2ccc(C(=O)COC(=O)c3cc(S(=O)(=O)NCc4ccccc4)ccc3O)cc2N1
13.6 | COc1ccc(/C=N/NC(=O)c2ccccc2O)cc1COc1ccccn1
-9.9 | Cc1ccc(S(=O)(=O)N2CCOC2C(Cl)(Cl)Cl)cc1 (stereo not given)
21.5 | CCN(CC)S(=O)(=O)c1ccc(N2CCOCC2)c(NC(=O)c2ccc(OC)c([N+](=O)[O-])c2)c1
3.1 | Cc1nc(-c2ccc3c(c2)OCCCO3)cs1
3.9 | CCOC(=O)COc1nc2c(c(-c3ccco3)c1C#N)CCc1ccccc1-2

# Next section.
S1P3 antagonist | molecule
20.6 | Cc1c(Cl)cccc1NC(=S)N1CCN(c2ccc([N+](=O)[O-])cn2)CC1
-5.6 | O=C(c1ccc(Cl)cc1)N1CCCC(C(=O)N2CCN(c3ccccc3)CC2)C1 (stereo not given)
4.5 | O=C(NCc1ccc(F)cc1)C1CCC(CNc2c(N3CCOCC3)c(=O)c2=O)CC1 (stereo not given)
15.2 | CCOC(=O)c1sc(-c2cccc(C(F)(F)F)c2)nc1O
-3.9 | O=C(CCC(=O)N1CCN(c2ccccc2F)CC1)c1ccc(F)cc1
-3.9 | CCCCNC(=O)N(O)C1N(/N=C/c2cccs2)C(=S)SC1(C)C (stereo not given)
-0.5 | O=C(Nc1ccccc1)Nc1nnc(-c2ccccc2)s1
20.6 | N#Cc1cc2c(nc1SCc1ccc(Cl)nc1)CCCCC2
2.7 | CC(C)c1[nH]nc2c1C(C1C=CCCC1)C(C#N)=C(N)O2 (stereo not given)
1.4 | CC1(C)CC(=O)c2ccc(OCc3ccc([N+](=O)[O-])cc3)cc2O1

# (more compounds)
S1P3 antagonist | molecule
-27.4 | CCc1nc2ccccc2c(=O)n1CCCCn1c(CC)nc2ccccc2c1=O
-16.4 | CN(C)CCCN(CCCN(C)C)C(=S)Nc1ccc(S(=O)(=O)N2CCOCC2)cc1
-10.1 | Cn1cnc([N+](=O)[O-])c1Sc1nc2ccccc2[nH]1
9.0 | O=C(Nc1cccc(C(F)(F)F)c1)C(Sc1n[nH]c(=O)[nH]c1=O)c1ccccc1 (stereo not given)
11.7 | CC1(C)CC(=O)C2=C(C1)NC1=C(C(=O)c3ccccc31)C2c1cc([N+](=O)[O-])ccc1O (stereo not given)
-12.4 | CC(=O)Nc1ccc2nc(NC(=O)c3ccc([N+](=O)[O-])s3)sc2c1
0.0 | CCOC(=O)c1nnn2c1nc(N1CCN(c3ccccc3)CC1)c1ccccc12
4.0 | Cc1ccc2c(c1)c1c(n2CC(O)CNC2CCCC2)CCCC1 (stereo not given)
3.6 | Cc1cccc(NCC(=O)N/N=C\c2cccn2C)c1
18.9 | O=C(O)Cc1sc(N/N=C\c2ccncc2)nc1-c1ccccc1

# The listing continues:
S1P3 antagonist | molecule
17.3 | Cn1nc(C(F)(F)F)c2cc(C(=O)Nc3ccc(C(F)(F)F)cc3)sc21
0.8 | CCOC(=O)c1cc(C#N)c(N2CCN(C(=O)c3ccccc3)CC2)nc1C(F)(F)F
5.2 | O=C(Nc1cccnc1N1CCOCC1)c1cccs1
12.5 | CCOc1ccc(NC(=O)c2cc(Cl)nc3ccccc23)cc1
-1.0 | OC(c1cc(-c2ccc(C(F)(F)F)cc2)nc(C(F)(F)F)c1)C1CCCCN1 (stereo not given)
-11.3 | O=C(Nc1cccnc1)c1cc(-c2ccccc2O)on1
-4.6 | COc1cc(N2C(=O)CC3(CCCC3)CC2=O)cc(OC)c1OC
-4.8 | S=c1[nH]nc(CSCCOc2ccccc2)o1
-15.2 | COc1ccccc1-c1noc(CCCC(=O)Nc2ccc(C(N)=O)cc2)n1
16.4 | COc1cc(C)nc(NC(=S)N(C)C(=O)c2ccccc2)n1

# Other results follow.
S1P3 antagonist | molecule
-6.0 | CC(NC(=S)Nc1cccc(F)c1)C(c1cccs1)N1CCOCC1 (stereo not given)
1.6 | COc1ccc(/C=C/C(=O)NC(=S)NCc2ccccc2)cc1OC
-5.3 | O=C(CCCOc1ccc(Cl)cc1Cl)Nc1ncccn1
-2.1 | COC(=O)C(Cc1c[nH]c2ccccc12)NC(=O)c1cccs1 (stereo not given)
-2.6 | N#C/C(=C\c1cc(Cl)c(OCc2ccc(Cl)cc2)c(Cl)c1)C(N)=O
-23.4 | O=C(O)c1ccc(CSc2nnc(-c3ccccc3)n2-c2ccccc2)cc1
-4.8 | Cc1ccc2c(c1)sc1nc(=O)n(-c3ccccc3)c(=O)n12
-4.3 | O=C(Nc1ccc(Nc2ccccc2)cc1)Nc1ccccc1Cl
-5.3 | CC(C)CC(=O)Nc1nnc(CSCc2ccc(F)cc2)s1
-0.4 | CCOC(=O)c1csc(-c2ccc3c(c2)CCO3)n1

# Continued.
S1P3 antagonist | molecule
-14.8 | COc1ccccc1OCC(=O)NNc1c2ccccc2nc2ccccc12
1.4 | Cc1c2c(n3c(nc4ccccc43)c1C#N)N(Cc1ccccn1)CC2
-1.1 | CN1CCC(N(C)CC(=O)Nc2ccc3c(c2)OC(F)(F)O3)CC1
-8.1 | COc1ccc(N2C(=O)C3C(C2=O)C(C(=O)c2ccccc2)N2CCCC32)cc1 (stereo not given)
-10.4 | Cc1ccc(/C=N\NC(=O)/C(=C\Nc2nccc(C)n2)NC(=O)c2ccccc2)cc1
0.9 | CC(C)(C)c1cc(C(=O)NNC(=O)c2ccc(Cl)cc2)no1
-6.5 | CC1(C)Cc2nc3oc4c(NCCCN5CCOCC5)ncnc4c3cc2CO1
-8.8 | COc1ccc2oc3ccccc3c(=O)c2c1
-2.9 | O=C(O)/C(=C\c1cccc([N+](=O)[O-])c1)c1ccc(S(=O)(=O)N2CCCCC2)s1
8.4 | O=C1CCCC(O)=C1N=Nc1cccc(S(=O)(=O)N2CCOCC2)c1

# Other results follow.
S1P3 antagonist | molecule
-22.7 | O=C(NC(=S)Nc1ccccn1)c1cccc([N+](=O)[O-])c1
0.8 | O=[N+]([O-])c1ccc2c(c1)c1ccccc1n2CCO
-3.4 | CC(C)CCN(C(=O)CNC(=O)c1cccs1)C(C(=O)NC1CCCCC1)c1cccnc1 (stereo not given)
3.1 | Cc1c(C(=O)NCCN2C(=O)S/C(=C\c3cccnc3)C2=O)cccc1[N+](=O)[O-]
5.8 | COc1ccc(CN(C)CC(=O)Nc2ccc(Cl)cc2F)c(OC)c1
5.3 | Cn1c(SCC(=O)N2CCOCC2)nnc1-c1ccc2ncccc2c1
-1.9 | CN1CCN(c2ccc(S(=O)(=O)N3CCOCC3)cc2NC(=O)CCc2ccccc2)CC1
7.4 | O=C1C2C3CC(C(Br)C3Br)C2C(=O)N1CC1CCCO1 (stereo not given)
0.6 | Cc1ccc(N2CN(CCC3=CCCCC3)CNC2=S)cc1
5.9 | CCCCCCOc1ccc(C(=O)O)cc1

# Continuation:
S1P3 antagonist | molecule
1.6 | N#C/C(=N\Nc1ccccc1)C(=N)N1CCCCCC1
-11.9 | O=C(c1ccccc1Cl)N1CCSCC1
-6.5 | CC(C)(C)c1ccc(C(=O)Cn2nc(C(=O)O)c3ccccc3c2=O)cc1
6.3 | COC(=O)c1ccc(S(=O)(=O)NCCc2ccccc2OC)n1C
-17.9 | O=C(O)CCC(NC(=S)Nc1ccccc1)C(=O)O (stereo not given)
-2.0 | O=c1[nH]cnc(O)c1C(c1ccc(Br)cc1)c1c(O)nc[nH]c1=O
-2.8 | CN(C(=O)CCn1c(=S)oc2ccccc21)C1CCCCC1
0.7 | CCc1ccc2nc(NC3=NCN(CCCN4CCOCC4)CN3)nc(C)c2c1
3.5 | Nn1c(SCc2ccc(F)cc2)nnc1-c1cccnc1
0.6 | CC(=O)Nc1nc(C)c(-c2csc(Nc3ccc(S(N)(=O)=O)cc3)n2)s1

# Shown as labelled records: 4 of the compounds above
CN(C(=O)CCn1c(=S)oc2ccccc21)C1CCCCC1
  S1P3 antagonist: -2.8

CCc1ccc2nc(NC3=NCN(CCCN4CCOCC4)CN3)nc(C)c2c1
  S1P3 antagonist: 0.7

Nn1c(SCc2ccc(F)cc2)nnc1-c1cccnc1
  S1P3 antagonist: 3.5

CC(=O)Nc1nc(C)c(-c2csc(Nc3ccc(S(N)(=O)=O)cc3)n2)s1
  S1P3 antagonist: 0.6

# Carrying on:
S1P3 antagonist | molecule
2.1 | CCOCC(O)CNC(=O)c1ccc(OC2CCN(C(=O)c3cccnc3)CC2)cc1 (stereo not given)
-3.1 | N#C/C(N)=C(/C#N)N=Cc1cccc(Cl)c1
0.4 | CC1(C)CC(=O)C2=C(C1)OC(N)=C([N+](=O)[O-])C2c1ccc(F)cc1 (stereo not given)
-9.9 | C=C(C)CCOC(=O)C(CC(=O)O)NCc1ccco1 (stereo not given)
-6.2 | COc1ccc(N2CCC(CNC(=S)Nc3ccc(C)cc3C)C2)cc1 (stereo not given)
-11.8 | Cc1cc(C(=O)O)ccc1-c1ccc(/C=C2\NC(=O)N(Cc3ccc(F)cc3)C2=O)o1
-18.0 | CCCC(=O)Nc1ccc(C=C(C(C)=O)C(C)=O)cc1
10.1 | NS(=O)(=O)c1ccc(CNC(=O)c2cc(-c3ccccc3)nc3ccccc23)cc1
3.5 | NC(=O)c1ccc(NC(=O)COC(=O)CCSc2ccccc2)cc1
-0.3 | O=C(COC(=O)c1cc(=O)[nH]c2ccccc12)Nc1nccs1

# The list goes on.
S1P3 antagonist | molecule
0.5 | O=C(O)c1cccc(N2C(=O)c3ccc(C(=O)c4cccc([N+](=O)[O-])c4)cc3C2=O)c1
-6.0 | O=S(=O)(c1cccc(F)c1)N1CCCN(c2ccc(C(F)(F)F)cn2)CC1
-11.6 | Cc1ccc2nc3c(cc2c1)c(NC(=O)c1ccco1)nn3CC(C)C
-0.6 | O=C(Cn1nc2n(c1=O)-c1ccccc1SC2)N/N=C/c1ccncc1
-2.7 | O=C(CSc1nc2ccccc2c(=O)n1Cc1ccco1)NCCN1C(=O)CSC1=O
5.6 | CCc1c(-c2ccccc2)nc2sc3c(c2c1N)CCCC3
13.6 | N#C/C(=C\c1ccc(-c2nc3ccccc3s2)o1)C(N)=O
-10.0 | S=C(Nc1ccc2[nH]ccc2c1)NC1CCCCC1
-5.5 | CC1=CC(c2ccccc2)n2nc(NC(=O)CCC(=O)O)nc2N1 (stereo not given)
1.9 | N#C/C(=C\c1cccs1)C(=O)c1ccccc1Cl

# (more compounds)
S1P3 antagonist | molecule
3.9 | O=C(COc1cccnc1[N+](=O)[O-])NCc1ccc2c(c1)OCO2
2.9 | Cc1cc(C(=O)OCC(=O)NC(C)C)c2ccccc2n1
-7.0 | CNC(=S)NNC(=O)c1ccccc1Cl
1.3 | CC(=O)Nc1cc(NC(C)=O)c(N=Nc2ccccc2)cc1C
-8.7 | Nc1nc(NC(=O)/C=C/c2ccc(F)cc2)nn1-c1ccccc1
-0.3 | COc1cc(/C=C2\SC(=S)N(C(C(=O)O)c3ccccc3)C2=O)ccc1O (stereo not given)
-2.8 | CN1CCN(NC(=O)c2ccc(Br)s2)CC1
-29.9 | COc1cc(/C=N/NC(=O)CSc2ccccn2)ccc1O
-7.6 | FC(F)(F)c1cccnc1Oc1ccc(C2=NCCS2)cc1
9.3 | CC(C)N(C(=S)Nc1cccc(S(=O)(=O)N(C)C)c1)c1ccccc1

# Carrying on.
S1P3 antagonist | molecule
0.7 | Cc1cc(C)nc(/N=C(\N)Nc2cccc(OCc3ccccc3)c2)n1
4.0 | CCC12CC3CC(C1)CC(C(=O)NNC(N)=O)(C3)C2
17.0 | C/C(CC(=O)Nc1cccnc1)=N\NC(=O)C(=O)NC(C)C
4.8 | CSc1nc(C=Nc2ccccc2Cl)c(O)n1Cc1cccc(Cl)c1
4.5 | c1ccc(CSc2nnc(-c3ccco3)o2)cc1
6.5 | Fc1ccc(Oc2nc(-c3ccccn3)nc3ccccc23)cc1
-7.8 | CC(C(=O)O)n1ncc2ccccc2c1=O (stereo not given)
7.3 | Cc1ccc(NC(=O)C2CC(=O)Nc3nc4ccccc4n32)c(C)c1 (stereo not given)
-4.2 | C/C(=N/NC(=O)CNC(=O)Cc1ccc(Cl)cc1)c1ccco1
4.0 | CC1=C(C)C(OCCCl)N(c2cc(O)c(Cl)cc2F)C1=O (stereo not given)

# Later entries
S1P3 antagonist | molecule
-6.5 | CN(C(=O)CSc1nc2ccc(Br)cc2c(=O)n1Cc1ccco1)C1CCS(=O)(=O)C1 (stereo not given)
13.6 | O=Cc1c(Cl)nc2ccccn2c1=O
-14.2 | CN(C)NC(=S)NC1(C)CCS(=O)(=O)C1 (stereo not given)
0.8 | O=C(c1cccnc1)C1Cc2ccccc2C1=O (stereo not given)
2.8 | CCC(=O)Nc1cccc(-c2cn3cccc(C)c3n2)c1
-12.0 | Cn1c(N)c(N=O)c(=O)n(C)c1=O
9.5 | N#Cc1cnn(-c2ccc(F)cc2)c1N
-3.9 | O=C(NCC1CC1)c1ccc(Oc2cc(Cl)cc(Cl)c2)o1
6.0 | Cc1ccc(/C=N/N=C2\SCC(=O)N2CC2CC2)cc1
6.3 | CCOc1ccc(N2C(=O)C3Sc4[nH]c(=O)sc4C(c4ccc(OC)c(OC)c4)C3C2=O)cc1 (stereo not given)

# Remaining list, next part:
S1P3 antagonist | molecule
-4.9 | COc1ccc(-c2cc(C(=O)Nc3ccc(S(=O)(=O)Nc4onc(C)c4C)cc3)c3ccccc3n2)cc1OC
14.9 | CN1CCN(c2ccccc2NC(=O)c2ccccc2F)CC1
4.2 | Cc1cc(C(=O)OCC(=O)Nc2cccc(S(N)(=O)=O)c2)c2ccccc2n1
9.9 | CC(C)CCn1cnc2c(oc3nc4c(cc32)CCCC4)c1=O
-8.9 | Cc1noc(C(F)(F)F)c1C(=O)NNC(=O)c1ccccc1
-10.1 | O=C(c1ccccc1F)N1CCCC(C(=O)N2CCN(c3ccccc3)CC2)C1 (stereo not given)
3.4 | COC(C(=O)NNC(=O)Cc1ccc(Cl)cc1)c1ccccc1 (stereo not given)
1.1 | CCC(=O)NNC(=O)c1cc(COc2cc(Cl)cc(Cl)c2)on1
-3.0 | C#Cc1cccc(-n2nnc(C(C)=O)c2C)c1

# Screening data (PubChem)
